# Screening data: PubChem, National Center for Advancing Translational Sciences (NCATS)
# KDM5B inhibitor – Primary screen for KDM5B Histone Demethylases FDH-coupled qHTS; Potency, µM (titrated, usually from 57.7 µM), for inactives: at the highest dose activity change, negative = inhibition, actives largely listed as inhibitors; 220,000 tested, 2.6% active; Lysine-specific demethylase 5B (Homo sapiens), Q9UGL1; KDM5B demethylase, FDH-coupled NADH fluorescence (FDH is formaldehyde dehydrogenase); AID 1347165, 2019; active = well fitted inhibition curve with a large enough effect; inconclusive = small, poorly fitted or top-dose-only effect; inactive = no such curve, though single readings can be large or run the other way; also: 0% is about no effect; nearly all actives have a fitted effect of over 70% in size
#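 Coupled FDH/NAD⁺ fluorescence readout. KDM5BΔAP 200 nM final; compound titration, 10 min RT preincubation; substrate mix 12.5 µM H3K4me3, 25 µM 2-OG, 50 µM Fe(II), 100 µM ascorbate, 0.25 mM NAD⁺, 0.25 U/mL FDH; ΔRFU over 30 min.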
# * hit, by the source's call; ? = inconclusive; [ ] = dose if it differs, or a comment. Potency is read from the fitted curve at half-maximal effect. This is a subset. The share of hits here may be higher or lower than overall.
cpd	molecule	KDM5B inhibitor
1	Cn1cccc1C(=O)N1C[C@@H](COc2ccccc2)[C@H](C(N)=O)C1	-20.1%
2	Cc1cc(=O)cc(C)n1C	30.0%[activator]
3	Cc1ccc(C)c(Cn2cc(CCC(=O)NC3CCCCC3)c3ccccc32)c1	-3.2%
4	O=C(Nc1ccc(-c2nnc3n2CCCC3)cc1)C1CCC1	-25.7%
5	CCCCNc1ncc(C(=O)O)c(C)n1	14.1µM*
6	COc1cc(OC)c(CC2C(=O)Nc3cc(Cl)ccc32)c(OC)c1 (stereo unspecified)	?
7	CCOc1cc(=O)n2c(c1C(=O)Nc1ccc(C)c(F)c1)CCCC2	13.5%
8	COc1cccc(CNc2nc3ccccc3nc2C(=O)OCC(C)C)c1	18.7%
9	C[C@@H]1CN(C(=O)Cc2cc(F)cc(Cl)c2)CC[C@]1(C)O	-13.3%
10	Cc1cc(Cl)ccc1NC(=O)C1CCN(C(=O)c2ncn3c2COC(c2ccc(F)cc2)C3)CC1 (stereo unspecified)	32.2%
11	CCOc1ccc(CCNC(=O)CN(c2ccc(C)cc2)S(=O)(=O)N(C)C)cc1OCC	-0.1%
12	O=C(Cc1ccccc1Cl)N[C@H]1CCOC[C@H]1C1CCOCC1	7.6%
13	Cc1ccc(C(=O)OC(C)C(=O)NC2CCCC2)c(O)c1 (stereo unspecified)	-9.7%
14	COCCNC(=O)CCC[C@@H]1[C@H]2CCCN3CCC[C@@H](CN1C(=O)c1ccccc1)[C@@H]23	0.4%
15	CCOC(=O)c1cc2c(ccc3nc(C)c(C)c32)[nH]c1C	?
16	CC(Sc1c(Cl)cccc1Cl)C(=O)c1ccc2c(c1)CCC2 (stereo unspecified)	11.9%
17	COc1cccc(C(=O)N2CCc3[nH]nc(C(=O)NCCCc4ccccc4)c3C2)c1	10.7%
18	Cc1ccc(C)c(NC(=O)CSc2nc3ccccc3nc2N2CCOCC2)c1	-0.6%
19	CC1CN(C)C(C)CC1OC(=O)C(c1ccccc1)c1ccccc1 (stereo unspecified)	12.7%
20	Cn1cc([N+](=O)[O-])c(C(=O)NC2CCCC2)n1	5.1%

cpd	molecule	KDM5B inhibitor
21	CC(=O)Nc1cccc(-n2nnc(SCC(=O)Nc3ccccc3)n2)c1	13.4%
22	Cc1cccc(Oc2ccc(S(=O)(=O)N3CCCCC3)cc2NCC(=O)Nc2cc(C)on2)c1	?
23	COCCc1noc(-c2ccccc2OC2CN(C(=O)c3ccc(C)nc3)C2)n1	?
24	Cc1oc(-c2ccc(C(=O)NC(C)c3ccccc3)cc2)nc1CS(=O)(=O)c1ccccc1 (stereo unspecified)	?
25	CCOc1ccccc1-c1noc(-c2nnn3c2COC(c2ccc(F)cc2)C3)n1 (stereo unspecified)	?
26	Cc1cccc(NC(=O)C2CCCN2S(=O)(=O)c2ccc3c(c2)n(C)c(=O)c(=O)n3C)c1 (stereo unspecified)	0.6%
27	CCn1cnnc1-c1nn(C)c2c1CN(C(=O)c1cc(F)ccc1F)CC2	-7.2%
28	COc1ccc(CN2C[C@@H]3C(=O)N(C)C(=O)[C@@H]3C2)c(OC)c1	-12.2%
29	COc1ccc(-c2cc(C(=O)NCCC(C)C)c3ccccc3n2)cc1	?
30	CS(=O)(=O)/C(C#N)=C\c1ccc(-c2ccccc2)cc1	?
31	COc1ccc(C(=O)N2CCn3c(nn(-c4ccc([N+](=O)[O-])cc4)c3=O)C2)cc1	0.3%
32	COc1ccc(NC(=O)CSc2nc(N3CCOCC3)c3c(c2C#N)CC(C)(C)OC3)cc1	20.5%
33	CCc1ocnc1C(=O)N1CCC(Oc2ccccc2)(C(=O)O)CC1	0.6%
34	N#Cc1nc(-c2cccc(Cl)c2)oc1NCCCn1ccnc1	-42.7%
35	CCOC(=O)c1[nH]c(C)c(CCC(=O)Nc2cccc(C(F)(F)F)c2)c1C	-12.5%
36	COc1cc(CNC(=O)c2nc(-c3ccccc3)oc2C)cc(OC)c1OC	-5.0%
37	c1cc2c(cc1-c1csc(NC3CC3)n1)OCCCO2	3.0%
38	CN(CCOc1ccccc1F)Cc1nc(N)nc(N(C)C)n1	-6.4%
39	CCCNC(=O)N(C1CCOCC1)C1CCN(C(=O)CCc2c[nH]c3ccccc23)CC1	22.9%
40	Cc1ccc(NC(=O)C(=O)NCC(c2cccnc2)N2CCc3ccccc32)cc1Cl (stereo unspecified)	15.7%

cpd	molecule	KDM5B inhibitor
41	CCn1cc(C(=O)NC2CCN(S(C)(=O)=O)CC2)c2ccccc21	24.4%
42	CCCCCC(=O)Nc1nc2c(s1)C[C@@H]1[C@](C)(CO)[C@H](O)CC[C@@]1(C)[C@@H]2CC(=O)O	15.2%
43	Cc1[nH]c2ccccc2c1C(=O)C(C)OC(=O)c1ccc(F)cc1F (stereo unspecified)	10.9%
44	Cc1nc2cc(F)ccc2cc1C(=O)N(C)CC1COc2ccccc2O1 (stereo unspecified)	4.9%
45	COCc1nc(C2CC(N)C2)cc(N2CCc3[nH]nc(C(=O)OC)c3C2)n1 (stereo unspecified)	?
46	CSc1nc2c(c(=O)n(C)c(=O)n2C)n1Cc1ccccc1F	0.6%
47	O=C(COc1ccccc1Cl)Nc1ccc(OCc2cc(=O)n3ccsc3n2)cc1	-11.1%
48	CCN1CCN(c2ccc(C(=O)NCCCn3ccnc3C(C)C)cn2)CC1	?
49	CNC(=O)C1CCN(C(=O)N2CC(C)Oc3ccc(C)cc32)CC1 (stereo unspecified)	3.1%
50	COc1cc(Br)c(/C=C(\C#N)c2nc3ccccc3[nH]2)cc1OC	?
51	COC(=O)c1cccc(OC[C@@H](O)CN2CCC(C(O)(c3ccccc3)c3ccccc3)CC2)c1	21.9%
52	CN(Cc1cccc(Cl)c1Cl)C(=O)c1ccc(Cl)c(S(=O)(=O)NC2CC2)c1	-0.6%
53	N#Cc1ccc(NC(=O)c2nn(-c3ccccc3)c(=O)c3ccccc23)cc1	10.0%
54	N#Cc1cnn2c(C(F)F)cc(-c3ccccc3)nc12	?
55	CCOC(=O)N1CCN(C(=O)c2ccc(N3C(=O)CCS3(=O)=O)cc2)CC1	12.6%
56	COc1ccc(Nc2ccc3c(n2)CN(Cc2ccc(F)cc2)C(=O)CO3)cn1	?
57	CN1CCCN(S(=O)(=O)c2ccc3c(c2)OCCO3)c2ccccc21	5.0%
58	Cc1ccc2[nH]cc(C(c3ccccc3)c3ccc(C)s3)c2c1 (stereo unspecified)	?
59	Cc1cc(F)ccc1OC1CN([S+](=O)([O-])c2cccc(C(F)(F)F)c2)C1	-27.6%
60	COc1c(CNCc2nnc3n2CCCCC3)c(C(C)C)nn1C	-17.0%

# Random excerpt: 2 compounds from above
cpd	molecule	KDM5B inhibitor
45	COCc1nc(C2CC(N)C2)cc(N2CCc3[nH]nc(C(=O)OC)c3C2)n1 (stereo unspecified)	?
47	O=C(COc1ccccc1Cl)Nc1ccc(OCc2cc(=O)n3ccsc3n2)cc1	-11.1%

# Following part:
cpd	molecule	KDM5B inhibitor
61	CCN(CC)C1CCOC2(CCN(C(=O)C3CC3)CC2)C1 (stereo unspecified)	21.5%
62	COCCOc1cc(=O)n2c(c1C(=O)NCCC1=CCCCC1)CCOCC2	6.4%
63	CCc1ccc(C2=C(C)C(N3CCC(C(=O)Nc4ccc(OC)c(OC)c4)CC3)=NS2(=O)=O)cc1	9.9%
64	CCOC(=O)c1ccc(NC(=O)c2cc(N3CCCCS3(=O)=O)ccc2Cl)cc1	0.1%
65	COCCn1c(N2CCN(Cc3ccc(Cl)cc3)CC2)nc2c1c(=O)[nH]c(=O)n2C	-3.8%
66	Cc1cc(=O)oc2cc(NC(=O)c3cccc(S(C)(=O)=O)c3)ccc12	?
67	C[C@H]1CN(C(=O)c2ccc(F)cc2)C[C@@H]1c1nc(-c2ccccc2)no1	-16.3%
68	Cc1ccc(NS(=O)(=O)c2cn(C)c(C)n2)c(Br)c1	-11.2%
69	Cc1ccc(OCCn2cc(C(=O)C3CCCCC3)c3ccccc32)cc1	-3.8%
70	O=C(Cc1ccc(F)cc1)NCCc1csc2nc(-c3ccccc3F)nn12	3.8%
71	COC(=O)c1c(-c2ccc(Cl)cc2)noc1N1CCN(c2cccc(OC)c2)CC1	-15.1%
72	CCCCNC(=O)c1cc2n(n1)CCCN(Cc1ccc(C)cc1)C2=O	5.3%
73	Cc1cc2nn(-c3ccc(F)cc3)nc2cc1NC(=O)c1cccc2ccccc12	39.0%[activator]
74	Cc1cnc(CC2CCN(C(=O)CCc3nc4ccccc4s3)CC2)n1CC1CC1	-11.8%
75	COc1ccc2cc(C3CN(C(=O)CCc4n[nH]c(C)n4)CCO3)ccc2c1 (stereo unspecified)	9.5%
76	CCN(CC)S(=O)(=O)c1cc(-c2nn(C)c(=O)c3ccccc23)ccc1C	3.2%
77	COc1ccc(CNC(=O)Cc2csc3nc(-c4ccc(F)cc4)cn23)cc1	-16.2%
78	CCOc1ccc(C(=O)N2CCC(Cc3nc(-c4cccc(OC)c4)no3)CC2)cc1	-1.4%
79	COc1ccc(Cl)cc1-c1ccc2c(c1)C(=O)N1CCN(C(=O)C3CCNCC3)C[C@@H]1C(=O)N2	?
80	O=C(CCc1c[nH]c2ccccc12)Nc1ccc(F)cc1F	21.8%

cpd	molecule	KDM5B inhibitor
81	CCC(C)Sc1nc2c(c(=O)[nH]c(=O)n2C)n1CCc1ccccc1 (stereo unspecified)	8.4%
82	Cc1ccc(-n2nnnc2SCC(=O)N(C)c2ccccc2C(=O)NCc2ccco2)cc1C	-0.2%
83	COc1ccc(C)cc1B(O)O	-4.1%
84	Cc1cc(Cl)ccc1OCC(=O)N(Cc1sccc1C)C1CCS(=O)(=O)C1 (stereo unspecified)	-38.9%
85	CCN(Cc1nc(-c2ccc(OC)cc2)oc1C)S(=O)(=O)c1ccc(Cl)cc1	-2.9%
86	CCCCc1ccc(NC(=S)NCCCO)cc1	-16.7%
87	O=C(Nc1cccc(F)c1)Nc1ccnn1C1CCN(C(=O)CCN2CCCO2)CC1	-0.5%
88	Cc1cc(SCC(=O)NC2CC2)nc2c(C)cccc12	8.9%
89	COC(=O)c1cccc(NC(=O)c2cnc(C)cn2)c1	6.9%
90	COc1ccc(NS(=O)(=O)c2ccc(NS(=O)(=O)c3cccs3)cc2)c(OC)c1	4.0%
91	O=C1CO[C@H]2CN(Cc3c[nH]c4ccccc34)C[C@H]2N1Cc1ccc(F)cc1	-24.6%[86.2 µM]
92	O=C(N1C[C@@H](CO)[C@H](c2nc(C3CC3)no2)C1)C1(c2ccccc2)CC1	6.0%
93	CCc1nn2c(=O)cc(COC(=O)c3ccc4c(c3)OCO4)nc2s1	-23.9%
94	Cn1ccnc1CN1C(=O)CO[C@H]2CN(C(=O)c3cnccn3)C[C@H]21	39.1%[86.2 µM]
95	Cc1ccc(/C=C/C(=O)OCc2ccc(C#N)cc2)cc1	-1.8%
96	Cc1ccc(NC(=O)CSc2nc3ccccc3c(=O)n2CCn2cc(Cl)cn2)cc1	21.2%
97	COc1ccccc1CN(C)CC(=O)N(C)c1c(N)n(Cc2ccccc2)c(=O)[nH]c1=O	14.6%
98	CCCCS(=O)(=O)N[C@H]1CN(Cc2c(C)noc2C)C[C@@H]1C(C)C	-9.5%
99	COc1ccc(-c2cnc3n[nH]c(-c4ccccc4)c3n2)cc1	?
100	O=C(NCCCN1CCCCCC1)C1CCN(C(=O)N2CC3CC(C2)[C@H]2CCCC(=O)N2C3)CC1 (stereo partly specified)	-7.9%

# Structural class: the entries above with a COOH group
cpd	molecule	KDM5B inhibitor
5	CCCCNc1ncc(C(=O)O)c(C)n1	14.1µM*
33	CCc1ocnc1C(=O)N1CCC(Oc2ccccc2)(C(=O)O)CC1	0.6%
42	CCCCCC(=O)Nc1nc2c(s1)C[C@@H]1[C@](C)(CO)[C@H](O)CC[C@@]1(C)[C@@H]2CC(=O)O	15.2%

# Carrying on.
cpd	molecule	KDM5B inhibitor
101	CC(c1ccccc1Cl)n1cnc2c1c(=O)n(C)c(=O)n2C (stereo unspecified)	16.6%
102	O=C(Nc1ccnc(Cl)c1)C1CC2CCC1C2 (stereo unspecified)	-1.9%
103	COc1cc(NC(=O)C2(C#N)CCCC2)c(OC)cc1NC(=O)c1ccccc1	15.0%
104	O=C(CCc1ccc(F)cc1)N1CCC(c2nc3ccccc3s2)CC1	12.5%
105	CCOc1ccc(-c2cc(=O)c3cc(NC(=O)c4ccccc4OC)ccc3o2)cc1	-32.8%
106	Cc1ccc(C(=O)/C=C/c2ccccc2C)o1	-4.2%
107	Cc1ccc(S(=O)(=O)c2nnn3c2nc(N2CCCC(C)C2)c2cc(Cl)ccc23)cc1C (stereo unspecified)	4.0%
108	COCCc1nncn1C1CCN(C(=O)c2ccc(C)cc2)CC1	-3.1%
109	COc1ccc(OS(=O)(=O)CCc2ccccc2)cc1	15.5%
110	CCC(C)[C@H](NC(=O)NCCc1ccc(F)cc1)C(=O)O (stereo partly specified)	-7.7%
111	COc1ccc(N2CCN(C(=O)C3(c4ccc(NC(=O)C(C)C)cc4)CCC3)CC2)cc1	-20.4%
112	O=C(CNc1cccc(F)c1)NCc1ccc(Cl)cc1	-10.4%
113	COc1ccc(Cl)cc1C(=O)N1C[C@@H](F)C[C@H]1C(=O)N1CCCCC1	23.5%
114	COCc1ccc2c(c1)c(OC(C)(C)C(=O)NCCc1cccnc1)nn2Cc1ccccc1	-22.8%
115	NC(=O)C1CCN(CC(=O)Nc2cccc(Cl)c2)CC1	5.2%
116	Cc1cnc(C(=O)N(C)C2CCc3nnc(C)n3CC2)cn1 (stereo unspecified)	?
117	CCC(=O)Nc1ccccc1-c1nc2ccccc2n(CC(=O)c2ccc(Br)cc2)c1=O	?
118	O=C1CSC2(N1)C1CC3CC(C1)CC2C3 (stereo unspecified)	10.5%
